RGS4 inhibitor – blocks human RGS4-accelerated GTP hydrolysis. P49798. AID 504845. Transcreener GDP fluorescence polarization, RGS4-accelerated GTP hydrolysis. 0.039% of 390,000 active. Potency, µM (titrated, usually from 114 µM), inactives show top-dose activity change, negative = inhibition, hits mostly inhibitors; also: potency is read from the fitted curve at half-maximal effect; % is scaled to controls: 0 for no effect and ±100 for the full control effect; nearly all actives have a fitted effect of over 75% in size; some results filed as inactive show a strong effect at the top dose
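MLSMR compounds (23 nl, pin-transferred) preincubated 10 min at room temperature with a 500nM (2x) first reagent, then RGS4 at 900nM (2x) plus Transcreener GDP mix added; fluorescence polarization (620/688 nm) read before and after 90 min at 30 °C.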
D2 agonist – agonists of human D2 dopamine receptor. activation, % at 2 µM. AID 485358. P14416. HEK293 T-REx D2 cells, calcium flux agonist mode. 0.53% of 340,000 active;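 active = activation over 3 SD above normal in the single-dose calcium agonist read, cut at about 30% in these data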; also: 0% is about no effect
Target sequence (P14416 whole entry, looked up): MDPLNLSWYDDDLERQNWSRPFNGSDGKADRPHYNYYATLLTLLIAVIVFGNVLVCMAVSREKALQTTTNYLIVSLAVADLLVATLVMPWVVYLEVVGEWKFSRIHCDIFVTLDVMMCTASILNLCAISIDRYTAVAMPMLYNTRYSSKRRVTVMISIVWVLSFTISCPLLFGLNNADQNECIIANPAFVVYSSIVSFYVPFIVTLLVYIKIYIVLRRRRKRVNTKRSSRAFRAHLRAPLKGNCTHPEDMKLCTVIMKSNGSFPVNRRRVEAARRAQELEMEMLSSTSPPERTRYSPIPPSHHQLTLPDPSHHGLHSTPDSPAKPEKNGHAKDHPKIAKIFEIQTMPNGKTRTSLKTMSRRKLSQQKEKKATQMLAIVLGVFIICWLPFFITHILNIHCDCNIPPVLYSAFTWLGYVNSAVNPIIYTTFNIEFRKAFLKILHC
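Tetracycline-induced HEK293 T-REx cells with force-coupled D2 receptor, plated overnight at 30 C, loaded with no-wash calcium dye. After a 10 s baseline, compound was pin-added and calcium flux read kinetically for 180 s; calcium rises flagged agonists.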
D2 antagonist – antagonizes the human D2 dopamine receptor. P14416. HEK293 TREx D2 cells, calcium flux, dopamine EC80. inhibition, % at 10 µM. 2% of 340,000 active. AID 485344; in the data active = inhibition above about 30%; also: 0% is about no effect
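Inhibition of EC80 dopamine-driven calcium flux, recorded kinetically, defines activity here; cells are a tetracycline-induced HEK293 T-REx line expressing force-coupled D2.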
GRP78 ERSR act – ER stress response induction in glioma; 0.02% of 420,000 active; AID 602332; Potency, µM, inactives show top-dose activation, usual class: activators; U87-MG GRP78 promoter luciferase reporter, 16 h; also: potency is read from the fitted curve at half-maximal effect; series mostly up to about 76 µM; % of control where 0% means no effect; nearly all actives have a fitted effect of over 35% in size
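Stably transfected U87-MG glioma cells carrying a GRP78-based luciferase sensor; 16 h compound incubation. Luminescence end-point read 10 min after Bright-Glo addition at room temperature.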
12-LOX inh – ALOX12 (human) lipoxygenase inhibition; P18054; purified 12hLO, xylenol orange hydroperoxide absorbance; Potency, µM (series often up to 108 µM), for the others: top-dose activity change, negative = inhibition, actives largely listed as inhibitors; 1.1% of 580,000 active; also: potency is read from the fitted curve at half-maximal effect; % is scaled to controls: 0 for no effect and ±100 for the full control effect
Target sequence (P18054 whole entry, looked up): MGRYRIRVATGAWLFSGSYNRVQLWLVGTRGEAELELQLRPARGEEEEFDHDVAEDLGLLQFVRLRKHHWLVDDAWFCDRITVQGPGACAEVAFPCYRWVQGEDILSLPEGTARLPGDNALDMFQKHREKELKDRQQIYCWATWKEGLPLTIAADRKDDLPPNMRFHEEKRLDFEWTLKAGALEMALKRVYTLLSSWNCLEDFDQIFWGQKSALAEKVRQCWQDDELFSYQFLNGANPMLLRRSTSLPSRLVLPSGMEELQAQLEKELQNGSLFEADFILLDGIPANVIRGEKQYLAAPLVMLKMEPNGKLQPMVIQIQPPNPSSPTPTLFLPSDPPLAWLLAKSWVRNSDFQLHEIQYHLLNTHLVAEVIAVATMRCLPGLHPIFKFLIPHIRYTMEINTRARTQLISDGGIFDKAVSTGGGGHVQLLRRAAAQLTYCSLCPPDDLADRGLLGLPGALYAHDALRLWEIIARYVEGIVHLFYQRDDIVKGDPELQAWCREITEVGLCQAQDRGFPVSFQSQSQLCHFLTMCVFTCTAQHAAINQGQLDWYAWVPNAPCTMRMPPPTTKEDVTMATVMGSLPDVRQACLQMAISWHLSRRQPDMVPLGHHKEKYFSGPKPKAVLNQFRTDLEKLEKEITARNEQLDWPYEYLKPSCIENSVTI
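Purified human 12hLO (150 nM final) in 25 mM Hepes, 0.01% Triton X-100, pH 7.0 was preincubated 15 min at room temperature with compound. Then 40 uM arachidonic acid was added, 30 min. Hydroperoxide was read by Fe-XO absorbance ratio 573/405 nm.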
Vif-APOBEC3F blk – blocks the Vif interaction with APOBEC3F. Potency, µM (highest dose often 46.1 µM), inactives show top-dose activity, negative = active. AID 602313. HeLa A3F-eYFP + Vif (tagged APOBEC3F with the HIV-1 protein that degrades it), YFP fluorescence increase. 0.2% of 390,000 active; also: potency is read from the fitted curve at half-maximal effect; % of control where 0% means no effect; nearly all actives have a fitted effect of over 65% in size
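HeLa cells stably expressing Vif plus C-terminally eYFP-tagged A3F were seeded, incubated overnight at 37 deg C, dosed with compound, incubated overnight again at 37 deg C. Yellow fluorescence (Ex 488/Em 500-530) reported blocked Vif-mediated A3F-eYFP degradation.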
Vif-APOBEC3G blk – inhibitors of Vif-APOBEC3G interaction; HeLa A3G-eYFP + Vif (tagged APOBEC3G with the HIV-1 protein that degrades it), YFP fluorescence, overnight; Potency, µM (titrated, usually from 46.1 µM), without a hit: at the top dose activity, negative = active, hits mostly inhibitors; Q9HC16; AID 602310; 0.076% of 410,000 active;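 also: potency is read from the fitted curve at half-maximal effect; % is scaled to controls: 0 for no effect and ±100 for the full control effect; nearly all actives have a fitted effect of over 60% in size; hits raise eYFP signal because A3G escapes Vif-driven loss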
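HeLa cells stably expressing Vif and C-terminally eYFP-tagged A3G, seeded overnight at 37 deg C, then exposed to compound by pintool overnight at 37 deg C. Rise in yellow fluorescence (Ex 488/Em 500-530, Acumen) marks blocked Vif-driven A3G degradation.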
LDHA block – blocks human lactate dehydrogenase A. P00338. purified LDHA, NADH/diaphorase-resazurin fluorescence; active compounds read low. activity change, % (values are at about 110 or 230 µM). 0.15% of 480,000 active. AID 1347041; in the data active = activity change below about -30%; inconclusive = mostly about -25% to -30%;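 also: plate controls were DMSO wells for no effect and wells without enzyme for full effect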
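Enzyme activity of human lactate dehydrogenase 5 (2 nM; 0.06 mM NADH, 0.2 mM pyruvate, 5 min, RT) is measured via a resazurin/diaphorase fluorescence readout of residual NADH.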
ERG-DNA inh – ERG Ets/DNA interaction inhibition; P11308; fluorescence polarization, His-ERG Ets domain / labelled DNA; Potency, µM (titrated, usually from 76.9 µM), without a hit: at the highest dose FP activity, negative = inhibition, actives largely listed as inhibitors; 0.028% of 370,000 active; active = well fitted inhibition curve with a large enough effect in the polarisation, with a control signal flat; inconclusive = small, poorly fitted or top-dose-only effect, or effect the other way, or a change in a side signal; inactive = no such curve, though single readings can be large or run the other way; the % refers to the polarisation;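 also: polarization taken with two DNA probes labelled with fluorescein and Texas red; potency is read from the fitted curve at half-maximal effect; % of control where 0% means no effect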
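His-tagged ERG Ets domain (1 uM in the protein solution; 300mM KCl, 50mM Tris-HCl, 1mM EDTA, 1mM DTT, pH 7.5) received compound, then a probe mix of 5 nM fluorescein-DNA and 100nM Texas-615-DNA. Fluorescence polarization was read for both dyes.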
* hit, by the source's call; ? = inconclusive; · = not tested or not shown; [ ] = remark or other dose. Unless noted, calls follow the shape of the dose curve; as a rule, active = well fitted curve in the direction sought with a large enough effect; inconclusive = small, poorly fitted or top-dose-only effect, or another doubt; inactive = no such curve, though single readings can be large; an effect the other way counts as inactive or inconclusive. Only part of the results is shown, so the mix of outcomes need not match the whole.

SMILES	RGS4 inhibitor	D2 agonist	D2 antagonist	GRP78 ERSR act	12-LOX inh	Vif-APOBEC3F blk	Vif-APOBEC3G blk	LDHA block	ERG-DNA inh
COc1ccc(NC(=O)c2oc3ccccc3c2NC(=O)Cc2coc3ccc(C)cc23)cc1	10%	0.0	·	1%	3%	3%	-2%	-1	0%
Cc1ccc(NC(=O)COC(=O)CNC(=O)c2ccc(Br)cc2)c(C)c1	5%[11.4 µM]	-0.1	1	-3%	-10%	-6%	4%	1	3%
CCCOc1nc2c(c(=O)n(C)c(=O)n2C)n1Cc1cccc2ccccc12	6%	0.5	-11	-1%	1%	2%	2%	1	·
COC(=O)c1c(-c2cccs2)csc1NC(=O)c1cc(OC)cc(OC)c1	-101%	1.8	·	9%	-19%	-6%	-1%	2	-2%
CCC(=O)Nc1c(C)nn(C(=O)CC)c1C	22%	-1.8	-41	-3%	-4%	-4%	0%	-12	3%
CC(C)COC(=O)N1CCCC1C(=O)Nc1nccs1 (configuration not stated)	-31%	·	·	-1%	?	7%	-7%	-2	6%
COc1ccc(N2CCN(CCCn3cnc4c(SC)ncnc43)CC2)cc1	·	·	·	-5%	?	-3%	1%	2	·
Cc1cccc(NC(=O)c2oc3ccccc3c2NC(=O)c2cc(=O)c3ccc(C)cc3o2)c1	-40%	0.2	·	-2%	-7%	-9%	-3%	-6	0%
Cc1noc(NC(=O)c2cccc(C(F)(F)F)c2)c1Cl	-35%	0.1	8	0%	0%	-3%	1%	0	2%
COc1ccc(C(=O)c2c(O)cc(-c3ccc(OC)cc3)oc2=O)cc1	13%	-0.2	-3	-4%	?	1%	0%	-3	4%
COc1ccc(NC(=O)c2ccc3c(=O)n(-c4ccc(OC)cc4OC)c(=S)[nH]c3c2)c(OC)c1	-7%	2.6	11	-5%	-24%	7%	7%	-4	2%
CCOC(=O)c1ccc(NC(=O)CCc2c(C)n(CC)c3cc(-c4ccccc4OC)nn3c2=O)cc1	-1%	-0.3	·	-1%	1%	3%	-3%	-7	4%
CCN1C(=O)NC2C1N(S(C)(=O)=O)CCN2S(C)(=O)=O (configuration not stated)	-21%	0.5	0	-1%	221%[activator]	4%	1%	-2	0%
Cc1ccc(CS(=O)(=O)CCC(=O)O)cc1	12%	-1.8	-13	1%	1%	1%	0%	-5	9%
CN(C)c1ccc(N=Nc2cccc3ccoc23)cc1	-35%	0.3	-24	3%	0%	2%	-1%	0	2%
CSc1sc(C(=O)NN)c2c1C(O)CCC2 (configuration not stated)	4%	·	·	-1%	6%	-12%	-21%	1	·
O=c1n(Cc2ccccc2)c(O)c2n1Cc1ccccc1N=C2c1ccccc1	·	·	·	-4%	?	·	-8%	-2	·
COc1ccc(C(=O)c2cnc(C(C)C)n2C)cc1	15%	0.2	-25	3%	18%	-1%	1%	-9	·
COc1ccc(Cc2nnc(NCCO)[nH]c2=O)cc1OC	-28%[56.9 µM]	1.2	-12	-2%	-4%	10%	3%	-8	-2%
COc1ccccc1CCC(=O)N1CCC(n2nccc2NC(=O)CC(C)C)CC1	-2%	-0.6	18	3%	0%	-15%	1%	-8	4%

Gathered by group: the entries above with an NH in an aromatic ring
SMILES	RGS4 inhibitor	D2 agonist	D2 antagonist	GRP78 ERSR act	12-LOX inh	Vif-APOBEC3F blk	Vif-APOBEC3G blk	LDHA block	ERG-DNA inh
COc1ccc(NC(=O)c2ccc3c(=O)n(-c4ccc(OC)cc4OC)c(=S)[nH]c3c2)c(OC)c1	-7%	2.6	11	-5%	-24%	7%	7%	-4	2%
COc1ccc(Cc2nnc(NCCO)[nH]c2=O)cc1OC	-28%[56.9 µM]	1.2	-12	-2%	-4%	10%	3%	-8	-2%

Continuation.
SMILES	RGS4 inhibitor	D2 agonist	D2 antagonist	GRP78 ERSR act	12-LOX inh	Vif-APOBEC3F blk	Vif-APOBEC3G blk	LDHA block	ERG-DNA inh
O=C(CC1Sc2ccccc2NC1=O)Nc1cccnc1 (configuration not stated)	-16%	0.6	-21	-1%	0%	-21%	-9%	-6	4%
COCC(=O)N1CCC(Oc2ccc(C(=O)N3CCSCC3)cc2)CC1	1%	0.6	6	0%	8%	-4%	-1%	-4	-3%
Cc1ccc(NC(=O)c2c(C)noc2-c2snnc2C)cc1	-5%	-1.0	3	-4%	103%[activator]	-15%	-21%	4	7%
COc1ccc(CNC(=O)Cn2c(=O)oc3cc(S(=O)(=O)N4CCC(C)CC4)ccc32)cc1	-2%	1.0	·	-4%	-26%	2%	1%	-2	0%
COCCOC(=O)c1c(C)n(C)c2ccc(OC(=O)c3c(OC)cccc3OC)cc12	?	0.9	-2	1%	0%	-2%	-4%	-3	2%
N#CC[n+]1cc(-c2ccc(Cl)cc2)n2c1CCC2	6%	0.4	-9	-3%	15%	-3%	4%	-9	-4%
CCC(c1nnc(SCC(=O)Nc2nnc(-c3ccccc3)o2)n1Cc1ccccc1)N(C)C (configuration not stated)	7%	-0.2	-3	-4%	-13%	-5%	-2%	5	-7%
Cc1cccc(C(=O)N2CCCC(c3nc(-c4ccc(F)cc4)no3)C2)c1 (configuration not stated)	9%	-0.1	-11	-1%	-15%	0%	2%	-5	6%
CC(=O)Nc1cccc(NC(=O)c2ccc([N+](=O)[O-])cc2Cl)c1	-49%	0.4	2	-3%	-12%	-17%	0%	-8	9%
CCCS(=O)(=O)N1CCc2cc(OC)c(OC)cc2C1	-43%	0.4	-8	-2%	0%	0%	-1%	1	0%
CSCCC1NC(=O)N(CC(=O)Nc2cccc(S(=O)(=O)N3CCCCCC3)c2)C1=O (configuration not stated)	-18%	·	·	-3%	?	9%	5%	4	7%
CC(CCc1ccccc1)NC(=O)/C=C/c1ccccc1 (configuration not stated)	13%	0.4	-15	2%	0%	1%	0%	-3	2%
CCC(C(=O)Nc1cccc(C(=O)O)c1)c1ccccc1 (configuration not stated)	0%	0.9	-9	-2%	-9%	-1%	0%	-8	4%
O=[N+]([O-])c1cc(Cl)ccc1Sc1cccc2cccnc12	-9%	-1.8	16	-3%	-16%	-1%	1%	0	·
CCN(CC)C(=O)CCCC(=O)N(CC)CC	20%	0.5	0	-7%	-2%	2%	1%	-9	-7%
CSCC(C)N1CCC(N2CCC(C(=O)NCc3ccccn3)CC2)CC1 (configuration not stated)	15%	0.5	13	0%	0%	2%	0%	-1	-12%
O=C(CSc1nnc(-c2ccccc2F)o1)NC1CC1	8%	·	·	8%	5%	-8%	-4%	-1	-1%
CCN(CC)S(=O)(=O)c1ccc(C)c(NC(=O)CN2CCN(C)CC2)c1	-11%	0.5	6	-2%	18%	-16%	0%	?	-6%
COc1ccc(-c2noc(CNC(=O)c3ccoc3C)n2)cc1OC	18%	-0.7	-24	-1%	-11%	8%	-1%	-18	8%
CCOc1ccccc1Oc1cn[nH]c1-c1ccc(O)cc1O	2%	-0.2	6	-5%	14%	7%	0%	-1	-5%
CC(=O)Oc1ccccc1C(=O)Nc1ncc([N+](=O)[O-])s1	·	13	35*	-10%	-24%	·	·	·	·
Cc1ccc(-n2nc(C)c3c(C(=O)Nc4ccc(C)cc4Cl)cc(C)nc32)cc1	30%	0.5	·	-4%	-21%	-2%	0%	0	-3%
COc1ccc(NC2=C(C)C(=O)CC2)cc1	-1%	0.0	16	4%	12%	-10%	1%	-1	-3%
Cc1c(C(=O)N2CC3(CC(c4cccc(NC(=O)CC(c5ccccc5)c5ccccc5)c4)=NO3)C[C@@H]2C(N)=O)cc([N+](=O)[O-])cc1[N+](=O)[O-] (some centres not stated)	3%	0.4	-11	-2%	-24%	-1%	1%	1	-9%
Cc1ccccc1NC(=O)c1ccno1	-15%	-0.1	32*	5%	1%	8%	1%	-6	-13%
COc1cc(Cl)c(C)cc1NC(=O)c1ccc2c(Cl)c3c(nc2c1)CCC3	-23%	0.6	·	-1%	-4%	6%	1%	2	-14%
COc1ccc(OCc2ccc(-c3nc4ccccc4c(=O)n3N)o2)cc1	-8%	·	·	-6%	410%[activator]	6%	-2%	-1	-3%
c1ccc(CSc2snnc2-c2ccccc2)cc1	1%	0.1	·	3%	-3%	10%	-3%	-14	-1%
O=C(CN1c2cccc3cccc(c23)S1(=O)=O)Nc1ccc(F)c(F)c1F	-6%	·	·	-4%	-16%	2%	0%	5	13%
COc1ccc(-c2cc(-c3ccccc3)c(C#N)c(SCC(O)CS(=O)(=O)Cc3ccc(Cl)cc3)n2)cc1 (configuration not stated)	-14%	-0.3	·	-1%	-15%	3%	-1%	3	-3%
C=CCN(C(=O)Nc1ccc2c(c1)nc(C)n2C)c1ccccc1	6%	1.4	-3	-1%	0%	-10%	1%	5	17%
N#Cc1ccc(S(=O)(=O)N2CCCCC2c2cc(C(=O)Nc3cccc4c3CCCC4)no2)cc1 (configuration not stated)	·	·	·	0%	18%	·	-1%	-11	·
O=C(N/N=C\c1ccccc1)c1cccc(C(=O)N/N=C\c2ccccc2)n1	-8%	·	·	3%	202%[activator]	-14%	0%	-8	0%
O=C(Cc1ccc(Cl)cc1Cl)OCC(=O)N1CCN(C(=O)c2ccco2)CC1	2%	-2.3	8	-1%	-2%	-13%	-2%	-6	-19%
Cc1onc(-c2ccccc2Cl)c1C(=O)Nc1ccc(S(=O)(=O)Nc2nccs2)cc1	8%	-0.9	1	2%	?	-2%	-2%	-3	-1%
O=C(CSc1nc(C2CCCCC2)n(-c2ccccc2)n1)NCC(F)(F)F	1%	-0.6	7	-4%	5%	6%	-6%	-1	·

Screening data (PubChem BioAssay)
